MEKK2 mut-MEK5 – signal of MEK5 binding to mutant human MEKK2 PB1 domain; bead flow cytometry, Alexa488-MEK5 binding to MEKK2 mutant; percent response, % at 10 µM; 290,000 compounds, 0.35% hits; in the data active = percent response above about 24%, passing the limit was not always enough; also: inactives centre near 1; some results filed as inactive read as strong as hits; reference of the scale not given here
HCV NS3 hel inh – blocks Hepatitis C virus NS3 helicase unwinding. NS3 helicase DNA unwinding, Cy5 molecular beacon fluorescence. 290,000 compounds, 0.56% hits. inhibition, % at 10.9 µM;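 active = inhibition above the mean of all tested compounds plus 3 SD, set per campaign, cut at about 35% in these data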;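 also: 0% = DMSO wells and 100% = thioflavine S control wells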
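Assay system: hepatitis C virus NS3 helicase domain fragment enzyme. Also added: annealed dual-labelled DNA beacon duplex, ATP-started. Timing: 1 h reaction at 25 °C, ATP-initiated. Technique: Cy5 fluorescence at 0 and 60 min, beacon hairpin quenching. Evaluation: % inhibition of unwinding. Replication: one well per compound.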
CRFR2-BP antag – CRF-BP/CRF-R2 complex antagonism | 350,000 compounds, 0.59% hits | inhibition, % at 11.8 µM | HEK293 CRF-R2/CRF-BP, CRF-induced calcium fluorescence | AID 588475;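 active = inhibition of the ligand-induced calcium signal above about 50% at the single tested concentration, limit read from the data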
DNA FID counter – displaces DNA intercalator in HCV helicase counter-screen; DNA fluorescent intercalator displacement, fluorescence; inhibition, % at 7.9 µM; 290,000 compounds, 0.17% hits; in the data active = inhibition above about 37%;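 also: 0% = vehicle and 100% = reference compound; higher means more ethidium bromide displaced from hairpin DNA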
CRFBP-R2 agonist – CRF-BP/CRF-R2 complex agonism; HEK293 CRF-R2/CRF-BP, calcium dye fluorescence (FLIPR); percent of saturating CRF peptide response; activation, % at 13.2 µM; 350,000 compounds, 0.46% hits; AID 588473;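 active = activation of at least 50%, plus an integration ratio under a set limit after plate pattern correction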;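 also: plate controls were neutral control wells without compound for no effect and CRF at EC100 for full effect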
MEKK2 WT-MEK5 – raises or lowers MEK5 binding to wildtype human MEKK2 PB1 domain | Q9Y2U5 | bead flow cytometry, Alexa488-MEK5 binding to MEKK2 WT; actives lie on both sides | binding response (% of control), % at 10 µM | 290,000 compounds, 1.1% hits | AID 1531; in the data active = binding response below about 67% or above about 130%
SUMO HTRF inh – SUMOylation inhibition | HTRF SUMOylation assay, SAE1/SAE2 + UBC9, in vitro | inhibition, % at 35 µM | 290,000 compounds, 0.36% hits | AID 2006; in the data active = inhibition above about 50%, passing the limit was not always enough; also: strong numbers were not always called active
Target sequence (P63279 whole entry, looked up): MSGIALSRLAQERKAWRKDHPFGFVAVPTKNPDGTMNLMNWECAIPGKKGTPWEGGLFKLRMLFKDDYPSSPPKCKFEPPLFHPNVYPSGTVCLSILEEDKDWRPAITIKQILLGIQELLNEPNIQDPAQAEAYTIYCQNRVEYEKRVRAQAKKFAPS
GalR3 antag – antagonists of human GalR3; O60755; HEK293 GalR3-CNG cAMP membrane potential fluorescence; galR3 body fused to GalR1 C-terminus; inhibition, % at 3 µM; 360,000 compounds, 0.44% hits; AID 651719;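 active = inhibition above the screen-wide average plus 3 SD, cut at about 13% in these data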;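 also: forskolin and galanin both at EC90 stimulate the cells; cAMP rise reported by CNG channel membrane potential dye signal; 0% = forskolin plus galanin with DMSO and 100% = forskolin alone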
Target sequence (O60755 1-299 limits assumed): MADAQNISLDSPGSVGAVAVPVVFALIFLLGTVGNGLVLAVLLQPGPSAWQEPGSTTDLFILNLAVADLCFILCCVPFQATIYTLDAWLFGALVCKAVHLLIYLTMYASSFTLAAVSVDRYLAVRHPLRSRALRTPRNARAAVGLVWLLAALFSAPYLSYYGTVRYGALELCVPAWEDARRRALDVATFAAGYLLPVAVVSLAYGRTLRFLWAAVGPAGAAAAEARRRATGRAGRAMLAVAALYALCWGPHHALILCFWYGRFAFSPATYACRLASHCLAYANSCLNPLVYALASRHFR
MEKK3 PB1 HTS – MEKK3-MEK5 PB1 interaction, increase or decrease; Q99759; 290,000 compounds, 1.4% hits; bead-based flow cytometry, Alexa488-MEK5 binding to MEKK3; actives lie on both sides; 0 = blocked by unlabeled MEK5, 100 = vehicle; binding response (% of control), % at 10 µM;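 active = binding response more than 3 SD above or below the average of its plate-row segment, actives on both sides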;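 also: Alexa488 bead fluorescence after subtracting the streptavidin-only scavenger bead signal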
Target sequence (Q99759 whole entry, looked up): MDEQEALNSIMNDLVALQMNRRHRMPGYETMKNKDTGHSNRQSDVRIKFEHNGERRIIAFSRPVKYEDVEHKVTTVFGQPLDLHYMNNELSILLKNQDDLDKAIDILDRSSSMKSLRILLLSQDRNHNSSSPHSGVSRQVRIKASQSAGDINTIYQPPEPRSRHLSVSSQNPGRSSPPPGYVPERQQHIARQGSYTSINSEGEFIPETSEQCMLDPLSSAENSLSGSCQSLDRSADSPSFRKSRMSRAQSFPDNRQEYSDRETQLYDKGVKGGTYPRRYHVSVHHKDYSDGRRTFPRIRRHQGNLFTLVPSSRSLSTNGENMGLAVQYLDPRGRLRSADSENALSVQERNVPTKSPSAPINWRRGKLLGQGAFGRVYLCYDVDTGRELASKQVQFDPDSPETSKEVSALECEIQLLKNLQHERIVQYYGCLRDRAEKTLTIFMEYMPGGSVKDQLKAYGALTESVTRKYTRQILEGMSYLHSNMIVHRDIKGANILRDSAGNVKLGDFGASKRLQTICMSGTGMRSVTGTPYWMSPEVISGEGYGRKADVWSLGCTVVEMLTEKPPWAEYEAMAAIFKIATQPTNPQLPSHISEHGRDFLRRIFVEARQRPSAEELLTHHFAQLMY
The depositor's hits bear a star; · = no result given; [ ] = another dose, or the depositor's remark.

SMILES	MEKK2 mut-MEK5	HCV NS3 hel inh	CRFR2-BP antag	DNA FID counter	CRFBP-R2 agonist	MEKK2 WT-MEK5	SUMO HTRF inh	GalR3 antag	MEKK3 PB1 HTS
Cc1ccc(NC(=O)CSc2ccc3nnc(-c4ccccn4)n3n2)cc1	3	-1	-1	-14	-1.6	103	-13	1	100
Cn1c(=O)n(CCCOc2ccc(Br)cc2)c2ccccc21	-3	-9	-22	-3	0.7	100	-8	4	99
CC(C)C(=O)Nc1c(-c2ccccc2Cl)c(=O)c2ccccc2n1C	11	0	9	-3	2.6	106	6	-10	105
C[C@H](NC(=O)c1cc2c([nH]c3ccccc32)c(-c2ccccc2)n1)C(=O)O	-1	3	21	-31	-2.1	100	6	-1	100
Cc1nnc(SCc2ccccc2C#N)n1-c1ccccc1	5	-1	0	-9	0.3	108	19	-3	103
C=CCn1c(=O)c(C(=O)NCCc2ccccc2)c(O)c2ccccc21	2	-3	-50	-4	0.5	105	-8	-4	107
Fc1cccc(/C=N/Nc2nncc3ccccc23)c1	4	-13	0	-10	-0.7	100	-7	-9	99
Cc1cc(-c2c(C)[nH]n(-c3ccc(Cl)cc3)c2=O)n(-c2ccc(Cl)cc2)n1	5	8	22	-7	0.3	98	17	-2	108
C=CCN(CC=C)S(=O)(=O)c1ccc(NC(=S)NC(=O)/C=C/c2ccccc2)cc1	2	-3	-16	-18	7.9	100	15	2	104
CCn1c(N)c(C(=O)NCc2ccc3c(c2)OCO3)sc1=S	-9	-2	-11	0	-1.5	94	9	·	89
NCCCC[C@H]1CNC(=O)C(=O)N1CCc1cccc(F)c1	-10	·	5	·	-1.1	93	4	-3	83
CC(C)(C)NCC(O)Cn1cc(C=O)c2ccccc21 (stereo unspecified)	0	-1	0	0	-3.0	107	4	14*	104
CC(C)c1cc(C(=O)Nc2cc(Cl)ccc2O)no1	-28	-7	27	2	-2.1	13*[inhibitor]	13	-8	8.0*[inhibitor]
COc1cc(/C=C(\C#N)c2nn(CCO)c(N)c2C#N)cc(OC)c1OC	-7	-8	3	-1	-0.3	89	18	-7	102
COc1ccc(/C=C/C(=O)c2ccc(NS(=O)(=O)c3ccc(C)cc3)cc2)cc1O	0	-10	-60	-7	0.2	106	10	-11	96
CCOC(=O)N1CCC(N2C(=O)c3ccc(C(=O)Nc4ccc(OC)cc4)cc3C2=O)CC1	-1	-7	10	-14	0.1	98	·	1	100
CN(Cc1nc2ccc(F)cc2[nH]1)Cc1c(C(=O)N(C)C)nc2ccc(Cl)cn12	-8	6	2	-13	2.3	97	0	-5	99
Cc1cc(C)c(S(=O)(=O)N2CCC(C(=O)NCc3ccco3)CC2)c(C)c1	-6	-3	8	-26	-1.2	94	11	-4	93
O=C(NCCOc1ccccc1)C1Nc2ccc(C(F)(F)F)cc2C2c3ccccc3CC12 (stereo unspecified)	6	·	-7	·	1.8	120	·	-1	105
N=c1c(S(=O)(=O)c2ccc(F)cc2)cc2c(=O)n3ccccc3nc2n1CC1CCCO1 (stereo unspecified)	4	16	27	19	-3.3	100	16	-8	97
OCC[C@@H]1C[C@H](O)[C@@H](O)[C@]2(CCCCO2)O1	-3	·	-4	·	1.1	97	·	-4	90
N/C(=N\OC(=O)/C=C/c1ccccc1Cl)c1ccccn1	3	-15	-7	-10	-8.2	99	2	0	101
CCOc1ccc(S(=O)(=O)Nc2ccc(C(=O)N3CCCC3)cc2)cc1C(N)=O	-1	9	-2	-22	-0.5	101	18	-1	97
CN(CCC1CCCCO1)C(=O)c1cc(COc2ccc(F)cc2F)on1 (stereo unspecified)	-6	-9	-5	-29	-4.3	98	1	-4	98
Cc1cc(C(=O)Nc2ccc(S(=O)(=O)Nc3onc(C)c3C)cc2)cs1	9	1	9	-10	-1.1	114	11	-4	111
Cc1[nH]c(=O)[nH]c(=O)c1/C=N/NC(=O)CCNC(=O)OC(C)(C)C	4	8	8	-7	2.9	103	12	-3	98
O=C(Nc1ccc2c(c1)OCO2)C1CCCCN1S(=O)(=O)c1ccc(F)cc1 (stereo unspecified)	2	2	6	-14	-2.8	103	13	-4	102
Cc1c(-c2ccc(F)cc2)nc(N)c(C#N)c1-c1cccs1	-3	-4	-8	-10	2.1	100	-27	-6	99
COc1ccc2cc(C(c3nnnn3C(C)(C)C)N3CCSCC3)c(=O)[nH]c2c1 (stereo unspecified)	-5	-4	-6	-5	1.4	90	15	-2	89
COc1ccccc1NC(=O)C[n+]1ccccc1C	0	-4	-2	-1	0.3	98	3	-6	96
Cc1cc(=O)[nH]c(/N=C(\N)Nc2ccc3c(c2)OCCO3)n1	-3	2	-7	-3	0.1	102	-3	-7	104
CCOC(=O)N1CCN(C(=O)C2CCN(c3nnc(-n4cccc4)s3)CC2)CC1	-1	-5	19	-42	-1.5	97	3	-2	96
Cc1ccc(NC(=O)C2=C(O)CCn3c2nc2ccccc23)cc1	5	-4	-7	-14	0.1	101	23	-7	106
Cn1c(SCC(=O)NCc2ccccc2)nnc1C1CC1	2	7	14	-1	0.2	102	4	0	101
CC1(C)CC(=O)C=C(NNC(=O)c2cccnc2)C1	0	15	0	-5	1.3	106	-22	-3	107
Cn1cccc1/C=N/n1c(-c2ccco2)n[nH]c1=S	-3	0	-7	-9	2.1	93	14	-3	97
CCOC(=O)C1(CCc2ccccc2)CCN(C(=O)C2=C(C)OCCO2)CC1	3	3	-11	-36	2.4	106	14	4	105
NC(=S)Nc1ccc(F)c(F)c1F	7	-6	9	-1	-0.9	105	15	3	109
Cc1nn(C)cc1CNC(=O)C1C2CCC(O2)C1C(=O)O (stereo unspecified)	2	2	·	2	·	103	23	·	101
O=C(NCC1CCCO1)c1ccc(COc2ccccc2Br)cc1 (stereo unspecified)	1	-33	-3	-38	-3.1	97	-4	-3	96
COC(=O)c1ccc(C2c3c(oc4cc(C)c(C)cc4c3=O)C(=O)N2CCCN(C)C)cc1 (stereo unspecified)	2	1	·	6	·	110	4	·	97
COCCCNC(=O)Cc1c(C)c2c(cc(C)c3c(C)c(C)oc32)oc1=O	-1	6	4	-19	-0.8	94	21	-12	97
Cc1onc(-c2ccccc2)c1C(=O)Nc1nnc(COc2ccc(Cl)cc2)s1	·	-10	-23	-10	1.2	·	6	·	·
COCCNC(=O)C(c1ccc(F)cc1)N(CC1CCCO1)C(=O)CCC(=O)Nc1ccccn1 (stereo unspecified)	2	-5	-11	-24	0.1	102	-4	2	103
O=C(Nc1cccc(Cl)c1)c1csc(-c2ccccc2)n1	·	1	3	-1	3.0	·	-17	-6	·
O=C(/C=C/c1cccs1)NCc1ccccc1	1	5	1	6	-1.1	111	3	3	109
CCCc1nnc(NC(=O)Cn2cnc3ccccc3c2=O)s1	10	10	15	-5	-1.1	108	21	0	111
CCOC(=O)C1=C(C)N=c2s/c(=C\c3ccc(OCC(=O)O)cc3)c(=O)n2C1c1ccccc1 (stereo unspecified)	1	9	8	5	2.0	102	23	-3	103
CS(=O)(=O)N(CC(=O)Nc1ccc(S(=O)(=O)N2CCCC2)cc1)c1ccccc1F	-1	6	-4	-8	-1.1	105	5	-1	106
CCC(C)C(NC(N)=O)C(=O)NC1CCC(C)CC1 (stereo unspecified)	-5	2	·	2	·	97	2	·	101
Cc1cc(NS(=O)(=O)c2ccc(NC(=O)NC3CCCCC3)cc2)no1	-3	6	-1	-10	0.0	93	-18	-6	93
CCCCCCCCC(=O)NNC(=O)c1c(O)c2ccccc2n(CC)c1=O	-2	-4	-24	-2	8.2	104	-19	-3	106
CCCc1n(CC(O)COCc2ccccc2)c2ccccc2[n+]1C (stereo unspecified)	3	1	10	2	-2.1	101	1	-8	100
COc1ccccc1-c1nc(C#N)c(N2CCc3ccccc3C2)o1	1	2	27	-14	-0.8	96	5	-2	98
COc1ccc(S(=O)(=O)CCC(=O)NCCc2ccc(Cl)cc2)cc1	5	-6	5	-12	-4.3	104	-2	-5	105
Cn1c(CN2CCCCC2)nc2cc(NC(=O)c3cccc(Br)c3)ccc21	10	-7	-15	3	-1.5	111	0	18*	99
COc1ccccc1C(=O)N1CCN=C1c1ccccc1	-1	-1	-20	0	6.8	96	8	1	98
Cn1c(=O)n(CC(=O)NCC2CCCO2)c(=O)c2c3c(sc21)CCCC3 (stereo unspecified)	0	9	-11	-16	-2.4	97	8	1	95
CC(=O)c1c2c3c(cccc3n(C)c1=O)C(=O)c1ccccc1-2	1	32	-4	23	8.9	94	26	·	98
COc1ccc(C(=O)CC(=O)C(=O)NCCc2cccc(C)c2)cc1	-1	5	6	-14	0.2	102	-10	6	99

4 of the entries above in order of the MEKK3 PB1 HTS value, falling:
| compound | MEKK3 PB1 HTS |
| --- | --- |
| CC(C)C(=O)Nc1c(-c2ccccc2Cl)c(=O)c2ccccc2n1C | 105 |
| CCCc1n(CC(O)COCc2ccccc2)c2ccccc2[n+]1C (stereo unspecified) | 100 |
| COc1ccc(C(=O)CC(=O)C(=O)NCCc2cccc(C)c2)cc1 | 99 |
| COc1ccccc1C(=O)N1CCN=C1c1ccccc1 | 98 |

(more compounds)
SMILES	MEKK2 mut-MEK5	HCV NS3 hel inh	CRFR2-BP antag	DNA FID counter	CRFBP-R2 agonist	MEKK2 WT-MEK5	SUMO HTRF inh	GalR3 antag	MEKK3 PB1 HTS
C=CCN1C(=O)CSC1=Nc1ccc(C(=O)O)cc1	-2	8	4	2	-0.2	99	-1	-2	96
O=C(Nc1ccc(F)cc1)c1ccc2c(=O)n3c(nc2c1)CCCCC3	0	4	18	-14	0.5	103	5	0	99
CCOC(=O)NN1C(=O)c2ccccc2NC1(C)C	11	4	-1	0	-1.4	110	33	-2	106
COc1cc(Br)cc(C=Nc2cccc(C(F)(F)F)c2)c1O	-1	7	-23	-2	1.8	107	-1	-7	104
N#CC1=C2SCN(c3ccccc3)CN2C(=O)CC1c1c(Cl)cccc1Cl (stereo unspecified)	8	22	14	-19	0.2	101	8	·	104
O=C(O)c1ccc(N/N=C/c2ccc3ncccc3c2)cc1	5	8	16	3	-0.7	83	15	-5	95
Cc1cc(C)c(NC(=O)CSc2nnc(CNC(=O)c3c(F)cccc3Cl)o2)c(C)c1	1	1	-18	-22	0.1	100	-7	2	102
COCCN(C(=O)CNC(=O)c1ccco1)C(C(=O)NC1CCCC1)c1ccc(OC)c(OC)c1 (stereo unspecified)	2	-1	-2	-22	1.0	98	12	-8	99
COC(=O)CSc1nnc2n(C3CCCCC3)c(=O)c3c4c(sc3n12)CCCC4	-2	-1	-55	-17	0.6	89	-15	-14	96
Cc1nc(N2CCC(C)CC2)c2c(C)c(C(=O)Nc3ccc(C)c(F)c3)sc2n1	5	7	-11	0	0.1	113	4	-3	107
CC(=O)c1ccc(NC(=O)C2CCCN(c3ncnc4c3nc3n4CCCCC3)C2)cc1 (stereo unspecified)	5	0	0	-41	0.1	99	12	-5	101
Cc1nnsc1S(=O)c1ccccc1Cl (stereo unspecified)	0	0	-5	-3	-1.4	98	-2	-10	97
COc1ccc2c(c1)O/C(=C\c1ccccc1C)C2=O	8	-4	4	-19	3.1	106	-1	-10	110
CCCOc1cccc(C(=O)Nc2cccc3ncccc23)c1	4	1	10	-17	-0.4	107	12	-4	108

Whole records, looked up by structure. Order of values: MEKK2 mut-MEK5	HCV NS3 hel inh	CRFR2-BP antag	DNA FID counter	CRFBP-R2 agonist	MEKK2 WT-MEK5	SUMO HTRF inh	GalR3 antag	MEKK3 PB1 HTS
`CCCOc1cccc(C(=O)Nc2cccc3ncccc23)c1` across the screens: 4	1	10	-17	-0.4	107	12	-4	108
`COc1ccc2c(c1)O/C(=C\c1ccccc1C)C2=O` across the screens: 8	-4	4	-19	3.1	106	-1	-10	110

High-throughput results: PubChem, several laboratories

Some of the compounds tested, so the mix of outcomes need not match the whole.
